MITF inh – blocks human microphthalmia-associated transcription factor; O75030; AID 1259374; inhibition, % at 2.6 µM; 0.91% of 650,000 active; AlphaScreen MITF homodimerization, bead proximity signal; in the data active = inhibition above about 50%;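 also: 0% = vehicle wells with protein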
Target sequence (O75030 whole entry, looked up): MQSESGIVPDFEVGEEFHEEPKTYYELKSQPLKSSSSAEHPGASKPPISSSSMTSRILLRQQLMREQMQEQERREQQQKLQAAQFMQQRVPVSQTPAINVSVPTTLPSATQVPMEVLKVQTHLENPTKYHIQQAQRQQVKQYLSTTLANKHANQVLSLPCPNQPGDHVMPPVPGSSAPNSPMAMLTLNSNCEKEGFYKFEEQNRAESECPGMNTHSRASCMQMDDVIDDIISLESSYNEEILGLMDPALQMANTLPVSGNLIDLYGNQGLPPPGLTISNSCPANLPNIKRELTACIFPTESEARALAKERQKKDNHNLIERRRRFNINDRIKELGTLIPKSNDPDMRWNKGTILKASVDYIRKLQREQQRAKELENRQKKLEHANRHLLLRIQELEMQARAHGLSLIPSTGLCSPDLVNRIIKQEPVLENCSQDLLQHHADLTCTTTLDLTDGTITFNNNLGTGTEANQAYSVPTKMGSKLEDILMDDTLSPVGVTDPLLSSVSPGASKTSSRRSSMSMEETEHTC
TEAD-YAP inh – TEAD-YAP interaction inhibition. 1.4% of 640,000 active. HEK-TIYL cells, TEAD-Gal4/YAP UAS-luciferase luminescence. inhibition, % at 9.12 µM. AID 1259422; in the data active = inhibition above about 32%;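 also: 0% = median of test compound wells and 100% = reference inhibitor wells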
FBW7 act – activators of human E3 ligase FBW7; AID 1259310; normalized activity (activation), % at 26.1 µM; 0.13% of 650,000 active; AlphaScreen FBW7–phospho-cyclin E peptide binding, activator screen; Q969H0; in the data active = normalized activity above about 1.9%;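 also: purified mutant Fbw7 with reduced substrate affinity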
GPR151 activ – activators of human GPR151. PathHunter beta-arrestin GPR151 cells, luminescence. 1% of 650,000 active. activation, % at 11.2 µM. Q8TDV0; in the data active = activation above about 4.9%;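 also: 0% = median of compound wells and 100% = cells with positive control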
Target sequence (Q8TDV0 whole entry, looked up): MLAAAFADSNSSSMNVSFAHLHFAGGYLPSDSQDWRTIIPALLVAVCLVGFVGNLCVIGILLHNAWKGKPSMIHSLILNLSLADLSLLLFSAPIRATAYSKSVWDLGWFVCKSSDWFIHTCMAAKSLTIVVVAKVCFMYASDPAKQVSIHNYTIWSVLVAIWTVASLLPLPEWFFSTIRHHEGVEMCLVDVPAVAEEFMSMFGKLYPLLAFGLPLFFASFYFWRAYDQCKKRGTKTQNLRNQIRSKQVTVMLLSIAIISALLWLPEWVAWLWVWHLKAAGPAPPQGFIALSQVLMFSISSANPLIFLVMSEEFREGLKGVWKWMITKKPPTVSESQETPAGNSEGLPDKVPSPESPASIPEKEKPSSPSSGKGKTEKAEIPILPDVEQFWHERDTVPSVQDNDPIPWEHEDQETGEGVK
Numbers without * were called inactive.

| SMILES | TEAD-YAP inh | MITF inh | FBW7 act | GPR151 activ |
| --- | --- | --- | --- | --- |
| CCNc1nc(Nc2ccc(OC)c(Cl)c2)c2cnn(C)c2n1 | -4 | -13 | 0.4 | 3.8 |
| Cc1cc(C)n2nc(SC/C=C/c3ccccc3)nc2n1 | -7 | -14 | -0.1 | 1.7 |
| CC(Oc1ccc(Cl)cc1Cl)C(=O)Nc1ncccn1 (centres undefined) | -26 | -5 | 0.1 | -0.4 |
| COc1ccc(-c2cc(C(=O)N3CCc4ccccc4C3)no2)cc1 | -8 | 13 | -0.1 | -0.1 |
| O=C(c1cc(N2C(=O)C3C4CCC(C4)C3C2=O)ccc1Cl)N1CCN(Cc2ccccc2)CC1 (centres undefined) | 3 | -7 | -0.1 | -0.6 |
| O=C(COC(=O)c1ccc2[nH]c3c(c2c1)CCCC3)NC(=O)Nc1ccc2c(c1)OCCO2 | 1 | -6 | -0.2 | -1.3 |
| CC(=O)c1cccc(NC(=O)C(C)Oc2ccc(C)cc2)c1 (centres undefined) | 10 | 15 | -0.1 | 1.6 |
| N/N=C(\Cc1ccc2ccccc2n1)c1ccccc1 | -53 | 8 | 0.1 | 0.9 |
| Cc1ccc(NC(=O)NCc2noc3ccccc23)cc1F | -31 | 2 | 0.1 | 1.8 |
| O=C(c1nc2ccc(Cl)cn2c1CNCCCn1cccn1)N1CCc2ccccc2C1 | 12 | 11 | -0.1 | 1.0 |
| Fc1ccc(-c2cc(NCCCn3ccnc3)nc(-c3ccccc3)n2)cc1 | 7 | 55* | -0.7 | -1.5 |
| Nc1cccc(-c2cccc(C(=O)Nc3ccc(Oc4ccccc4)cc3)c2)c1 | -2 | 1 | -0.1 | 3.4 |
| CNC(=O)/C(C#N)=C/c1c(Oc2ccc(Cl)c(C)c2)nc2c(C)cccn2c1=O | 3 | 5 | 0.0 | 0.4 |
| CC1Cc2ccccc2N1S(=O)(=O)c1cc(Br)cnc1N (centres undefined) | -15 | -14 | 0.1 | -0.1 |
| COc1ccc2[nH]c(=O)c(CN(CCO)C(=O)Nc3ccccc3Cl)cc2c1 | 7 | 2 | 0.1 | 0.8 |
| Cc1ccc(C)c(-c2cc(C(=O)O)c3cc(Br)ccc3n2)c1 | 6 | -15 | -0.1 | -1.5 |
| CCn1c2ccccc2c2cc(CN3CCN(S(=O)(=O)c4ccc(OC)cc4)CC3)ccc21 | 6 | -15 | 0.1 | -0.8 |
| CC1=NN(c2cccc(C(=O)O)c2)C(=O)/C1=C\c1ccc(C(C)C)cc1 | 5 | 4 | 0.1 | 1.1 |
| Nn1cnnc1N/N=C/c1cc(Cl)cc(Br)c1O | 3 | 4 | -0.4 | -2.3 |
| O=S(=O)(NCC1CCCN(Cc2nccs2)C1)c1cccc2cccnc12 (centres undefined) | -1 | 2 | 0.1 | 0.3 |
| COc1ccc(/C(C)=N\NC(=O)c2cncc(Br)c2)cc1OC | -1 | 7 | -0.1 | 0.2 |
| COc1ccc(CC(=O)NC(=S)Nc2cccc(CO)c2)cc1 | 2 | 16 | 0.2 | -0.2 |
| CCS(=O)(=O)N1CCCC(C(=O)NCCOC)C1 (centres undefined) | 1 | 9 | -0.1 | 0.4 |
| CCOc1ccc2nc(Sc3ccc(C(C)=O)cc3[N+](=O)[O-])sc2c1 | 0 | -5 | 0.1 | -0.7 |
| Cc1cc2c3c(C)n(C)c(C)c3c(C)nn2c1 | 2 | 36 | -0.8 | 1.1 |

Two entries from above, field by field:
CCn1c2ccccc2c2cc(CN3CCN(S(=O)(=O)c4ccc(OC)cc4)CC3)ccc21
- TEAD-YAP inh = 6
- MITF inh = -15
- FBW7 act = 0.1
- GPR151 activ = -0.8
CC1=NN(c2cccc(C(=O)O)c2)C(=O)/C1=C\c1ccc(C(C)C)cc1
- TEAD-YAP inh = 5
- MITF inh = 4
- FBW7 act = 0.1
- GPR151 activ = 1.1

Next section
| SMILES | TEAD-YAP inh | MITF inh | FBW7 act | GPR151 activ |
| --- | --- | --- | --- | --- |
| CCOc1ccc(N2C(=O)CC(S/C(N)=N/N=C/c3cccc([N+](=O)[O-])c3)C2=O)cc1 (centres undefined) | -10 | -6 | 0.0 | -1.8 |
| Cc1ccc(C2=NS(=O)(=O)N(C)C(C(=O)N3C(C)CCCC3C)=C2)cc1 (centres undefined) | -5 | -4 | 0.1 | -2.2 |
| CC(/C=C/c1ccccc1F)=N\NC(=O)c1ccccc1 | -72 | -12 | -0.1 | -0.9 |
| Cc1ccc(N2C(=N)S/C(=C\c3cc4c(cc3Cl)OCO4)C2=O)cc1C | 5 | 16 | 1.2 | -0.1 |
| Cc1nc(CCNS(=O)(=O)c2ccccc2)cs1 | -7 | -8 | 0.0 | 0.8 |
| COc1ccc(/C=C/C(=O)Nc2ccc(Cl)c(-c3nc4ccccc4[nH]3)c2)cc1 | -3 | -1 | -0.1 | 1.3 |
| CCOC(=O)C1=C(C)NC2=C(C(=O)C(C(=O)OC)C(C)C2)C1c1ccc(Cl)cc1 (centres undefined) | 1 | -1 | -0.1 | 2.5 |
| O=C(Nn1c(C2CCCCC2)nc2ccccc2c1=O)c1ccc(F)cc1Cl | -7 | 19 | 1.4 | 1.0 |
| COC(=O)C1=C(C)NC(C)=C(C(=O)OC)C1c1ccncc1 | 5 | 6 | 0.2 | 1.1 |
| C=CCn1c(SCC(=O)Nc2cc(Cl)ccc2O)nnc1-c1ccccc1O | 18 | 5 | 0.1 | 1.9 |
| O=Nc1c(O)n(CC(=O)Nc2ccccc2)c2ccc(Br)cc12 | -6 | 22 | 0.1 | 0.1 |
| COc1ccc(S(=O)(=O)Nc2cccc(C)c2C)cc1Cl | 2 | 9 | 0.4 | -1.7 |
| CCOc1ccc(C(=O)N2CCN(c3cc(OC)nc(OC)n3)CC2)cc1 | 10 | -4 | -0.3 | -1.2 |
| c1ccc(CN2CCC(Nc3cc(-c4csc5ccccc45)ncn3)CC2)cc1 | 9 | 2 | -0.2 | 0.8 |
| Cc1ccc(C2(c3ccccc3)CC(=O)CC(C)(C)S2)cc1 (centres undefined) | -7 | 5 | 0.2 | 0.1 |
| CCOC(=O)c1ccc(NC(=O)c2cccc(S(=O)(=O)N3CCOCC3)c2)cc1 | 16 | 0 | -0.1 | -0.8 |
| CCCCOc1ccc(C(=O)Nc2ccc(S(=O)(=O)Nc3onc(C)c3C)cc2)cc1 | -8 | 15 | 0.0 | 0.0 |
| COc1ccccc1CNc1nc2cc(OC)c(OC)cc2c2nc(-c3cccnc3)nn12 | -1 | 2 | 0.1 | 0.7 |
| CC(C)C(C(=O)NC1CCCCC1)N1C(=O)c2ccccc2C1=O (centres undefined) | -3 | -1 | -0.1 | 0.9 |
| CCOC(=O)CSc1nc2c(sc(=S)n2-c2ccccc2OCC)c(=O)n1-c1ccccc1 | -6 | 7 | -0.2 | 2.0 |
| Cc1ccc(N2C(=O)CSC2c2ccc(F)c(F)c2)cc1C (centres undefined) | 1 | 22 | 0.0 | -1.1 |
| N#Cc1c(NC(=O)CCl)oc(-c2ccco2)c1-c1ccco1 | 24 | -1 | -0.2 | 0.6 |
| CSc1nc2c(c(=O)[nH]c(=O)n2C)n1Cc1ccc(Cl)cc1 | -7 | -6 | 0.0 | 1.1 |
| O=C(CSc1cccc[n+]1[O-])Nc1ccc2c(c1)OCO2 | 3 | 6 | 0.6 | 0.3 |
| COc1ccc(S(=O)(=O)NCc2cccnc2)cc1I | 4 | 13 | 0.1 | 0.5 |

The last 6 records of the part before open the next one:
| SMILES | TEAD-YAP inh | MITF inh | FBW7 act | GPR151 activ |
| --- | --- | --- | --- | --- |
| CCOC(=O)CSc1nc2c(sc(=S)n2-c2ccccc2OCC)c(=O)n1-c1ccccc1 | -6 | 7 | -0.2 | 2.0 |
| Cc1ccc(N2C(=O)CSC2c2ccc(F)c(F)c2)cc1C (centres undefined) | 1 | 22 | 0.0 | -1.1 |
| N#Cc1c(NC(=O)CCl)oc(-c2ccco2)c1-c1ccco1 | 24 | -1 | -0.2 | 0.6 |
| CSc1nc2c(c(=O)[nH]c(=O)n2C)n1Cc1ccc(Cl)cc1 | -7 | -6 | 0.0 | 1.1 |
| O=C(CSc1cccc[n+]1[O-])Nc1ccc2c(c1)OCO2 | 3 | 6 | 0.6 | 0.3 |
| COc1ccc(S(=O)(=O)NCc2cccnc2)cc1I | 4 | 13 | 0.1 | 0.5 |
| COc1cccc(-c2cnc3ccc(NCc4cccs4)nn23)c1 | 11 | 4 | 0.3 | 1.6 |
| O=C(Nc1ncccn1)c1cccs1 | -18 | 3 | -0.1 | 0.1 |
| C=CCNC(=O)CCC1(Cc2ccc(OC)cc2F)CCC(=O)N1 (centres undefined) | 0 | -9 | 0.1 | 1.0 |
| COc1cccc(COC(=O)Nc2ccc(-c3cn[nH]c3)cc2SCCN2CCCC2)c1 | -21 | 20 | -0.1 | -0.5 |
| O=C(CN1C(=O)COc2ccccc21)Nc1ccccc1F | -2 | 14 | -0.1 | -0.2 |
| CCN1CCCC1CNc1ccc(N2C(=O)C3C4C=CC(C4)C3C2=O)cc1[N+](=O)[O-] (centres undefined) | 0 | 3 | 0.0 | -0.3 |
| COc1ccc(OC)c(C2N(c3nccs3)C(=O)C3CCCN32)c1 (centres undefined) | 2 | 12 | 0.2 | 0.1 |
| CCNc1nc(OCCNS(=O)(=O)c2cc(C)ccc2C)nc(N(C)C)n1 | 2 | -3 | 0.2 | 0.1 |
| Cn1c(C(=O)Nc2cnc3ccccc3c2)cc2c(=O)n(C)c3ccccc3c21 | 13 | -3 | -0.1 | -0.8 |
| O=C(CN1C(=O)N/C(=C\c2ccc(N3CCCC3)c(F)c2)C1=O)Nc1ccc(Cl)cc1 | -10 | 11 | -0.1 | 2.3 |
| CCOc1ccc(C2C(C(=O)OCCSCC)=C(C)NC3=C2C(=O)CC(c2cccs2)C3)cc1 (centres undefined) | -5 | 3 | 0.2 | 1.0 |
| C=CCc1cccc(/C=N/NC(=O)c2nc3nc(C)cc(C)n3n2)c1O | -3 | 6 | -0.2 | 3.3 |
| C=CCOc1ccc(/C=N\NC(N)=S)cc1 | -9 | -2 | -0.3 | -0.6 |
| CCc1ccccc1NS(=O)(=O)c1ccc([N+](=O)[O-])cc1 | 8 | 2 | 0.1 | 1.2 |
| NC(=O)c1cc2ccccc2oc1=Nc1ccc(-c2ccccc2)cc1 | -6 | -11 | 0.1 | 1.1 |
| O=C(NCc1ccccc1)c1cccnc1NCCc1ccccc1 | -12 | 5 | 0.0 | 1.0 |
| O=c1c2ccccc2ncn1CCCOc1ccccc1[N+](=O)[O-] | -85 | 1 | 0.0 | 4.9* |
| CCc1ccc2c(CN3CCOCC3)cc(=O)oc2c1 | -3 | 9 | 0.0 | -0.9 |
| Cc1c(Br)c([N+](=O)[O-])nn1CC(=O)Nc1ncccc1C1CCCN1C (centres undefined) | -3 | 3 | -0.2 | -0.2 |
| Cc1ccc2c(c1)cc(CN(Cc1cccs1)C(=O)C1CC1)c1nnnn12 | -3 | 17 | 1.1 | 5.4* |
| Cc1ccccc1NC(=O)C1C2c3ccccc3C(c3ccccc32)C1C (centres undefined) | -4 | -8 | 0.0 | -0.8 |
| COc1ccc(OC)c(/C=C2\N=C(c3cc([N+](=O)[O-])ccc3Cl)OC2=O)c1 | -4 | -5 | -0.1 | 1.9 |
| O=C(N/N=C/c1ccc(OC2CSC2)cc1)c1ccccc1 | -59 | 8 | 0.1 | -0.8 |
| CCCCN(C)C(=O)C1CCN(C(=O)c2ccc(Cl)cc2Cl)CC1 | 4 | 10 | 0.0 | 0.8 |
| Cc1cccc(N2C(=O)c3ccc(C(=O)Nc4nccs4)cc3C2=O)c1 | 9 | 0 | -0.1 | -6.0 |
| Cc1csc(/C(=N/OC(=O)c2ccco2)C(N)=O)n1 | 5 | 12 | -0.1 | 2.0 |
| Cc1csc(NC(=O)C2CCC(C)(C(=O)O)C2(C)C)n1 (centres undefined) | -2 | 2 | -0.1 | 7.3* |
| Cc1sc(NC(=O)CCOc2ccccc2)c(C#N)c1C | 6 | -5 | -0.1 | 6.9* |
| CCc1cccc(CC)c1NC(=O)Cn1c(=O)n(Cc2ccccn2)c(=O)c2ncccc21 | -1 | -6 | -0.1 | 1.8 |
| CCCc1ccc(-c2nc(Cc3ccccc3)no2)cc1 | -2 | 0 | 0.1 | -1.1 |
| COc1ccc(S(=O)(=O)N(CC(=O)N(C)C)c2ccc(Cl)cc2)cc1OC | -6 | -8 | -0.3 | 0.2 |
| CN(c1ccc(Cl)cc1)S(=O)(=O)c1ccc2[nH]cc(C(=O)NCCCN3CCOCC3)c(=O)c2c1 | -3 | 1 | 0.0 | -0.5 |
| CC(C)N(C)C(=O)c1cnc2sccn2c1=O | 4 | 5 | -0.2 | 0.3 |
| N#CC1=C(N)N(c2ccc(Cl)c(Cl)c2)C2=C(C(=O)CCC2)C1c1ccc(Cl)cc1Cl (centres undefined) | 6 | 8 | 0.4 | 1.1 |
| Cc1cccc(NC2=NC(=S)N(CC#N)C23CCCC3)c1 | 10 | 5 | -0.2 | 0.0 |
| CCN1CCN(C(c2cccs2)C(C)NS(=O)(=O)c2ccccc2)CC1 (centres undefined) | 2 | -8 | 0.0 | -0.5 |
| O=C(CCc1ccc2c(c1)OCO2)N1CCC(CO)(Cc2cccc(F)c2)CC1 | -17 | 11 | -0.1 | 0.2 |
| CCC(C)C(=O)NCc1nnc2n1CCN(Cc1ccc3c(c1)CCO3)CC2 (centres undefined) | 3 | -26 | 0.0 | 2.8 |
| Nc1ccc(C(=O)OCCOc2ccc(Br)cc2)cc1[N+](=O)[O-] | 4 | 17 | 0.2 | -1.1 |
